# TDP1 inh: inhibitors of human tyrosyl-DNA phosphodiesterase TDP1. recombinant TDP1, AlphaScreen DNA substrate cleavage. Potency, µM (doses to about 130 µM), inactives show top-dose activity change, negative = inhibition, hits mostly inhibitors. hit rate 0.28% among 350,000. AID 485290; note: nearly all actives have a fitted effect of over 40% in size
# Target sequence (Q9NUW8 whole entry, looked up): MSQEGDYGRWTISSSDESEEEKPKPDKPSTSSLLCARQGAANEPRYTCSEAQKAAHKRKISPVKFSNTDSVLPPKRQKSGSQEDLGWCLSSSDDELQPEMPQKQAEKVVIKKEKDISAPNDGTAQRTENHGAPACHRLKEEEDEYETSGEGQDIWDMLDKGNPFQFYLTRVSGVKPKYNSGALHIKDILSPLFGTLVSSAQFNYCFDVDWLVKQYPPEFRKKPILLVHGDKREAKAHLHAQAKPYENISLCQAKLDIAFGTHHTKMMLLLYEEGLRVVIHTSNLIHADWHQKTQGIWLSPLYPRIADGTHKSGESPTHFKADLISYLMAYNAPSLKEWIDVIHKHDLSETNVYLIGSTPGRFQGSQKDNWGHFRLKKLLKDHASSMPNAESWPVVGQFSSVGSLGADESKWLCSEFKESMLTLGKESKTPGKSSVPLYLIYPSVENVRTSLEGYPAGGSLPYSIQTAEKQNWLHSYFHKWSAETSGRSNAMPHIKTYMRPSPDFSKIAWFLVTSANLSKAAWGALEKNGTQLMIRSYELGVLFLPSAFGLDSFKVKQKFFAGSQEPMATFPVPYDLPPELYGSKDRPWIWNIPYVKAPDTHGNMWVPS
#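 E. coli-derived human Tdp1, 1 nM final. Cpd preinc 15 min RT; substrate 15 nM final, 5 min RT; AS bead mix 10 ug/ml final, 10 min RT. Signal loss = tyrosine-FITC cleavage. No-enzyme wells = max signal.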
# FEN1 inhibitor: blocks human flap endonuclease 1 | P39748 | hit rate 0.35% among 390,000 | Potency, µM (top dose mostly 114 µM), for inactives: top-dose activity change, negative = inhibition, usual class: inhibitors | AID 588795 | Recombinant FEN1 flap cleavage, fluorescence, 15 min; note: nearly all actives have a fitted effect of over 65% in size
# Target sequence (P39748 whole entry, looked up): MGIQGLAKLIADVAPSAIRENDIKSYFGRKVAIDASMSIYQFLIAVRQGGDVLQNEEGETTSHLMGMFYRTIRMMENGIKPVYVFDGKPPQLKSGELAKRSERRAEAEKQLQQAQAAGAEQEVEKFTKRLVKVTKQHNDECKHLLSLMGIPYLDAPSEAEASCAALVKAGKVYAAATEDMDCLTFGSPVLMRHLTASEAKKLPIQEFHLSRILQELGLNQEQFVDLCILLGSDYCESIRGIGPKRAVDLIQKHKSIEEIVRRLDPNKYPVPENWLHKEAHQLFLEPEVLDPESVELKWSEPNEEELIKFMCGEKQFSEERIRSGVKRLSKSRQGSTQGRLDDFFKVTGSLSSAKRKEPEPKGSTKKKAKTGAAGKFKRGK
#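 Potency values derive from four-parameter Hill fits of normalized qHTS data. The reaction used 10 nM FEN1 preincubated 15 min at room temperature with compound, then 50 nM DNA substrate, read at 0 and 15 min.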
# N370S GC: N370S glucocerebrosidase modulation, Gaucher chaperone candidate. P04062. N370S GC spleen homogenate, 4MU-glucoside fluorescence. Potency, µM (highest dose often 59.4 µM), without a hit: at the top dose activity change, negative = inhibition, most hits filed as inhibitors. hit rate 0.092% among 330,000. AID 2101;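 note: 0% = full enzyme activity and -100% = no enzyme basal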
# The depositor's hits bear a star; ? = inconclusive; / = no result given; & = joins results of further samples; [ ] = remark or other dose. Calls come from the whole dose curve; as a rule, active = well fitted curve in the direction sought with a large enough effect; inconclusive = small, poorly fitted or top-dose-only effect, or another doubt; inactive = no such curve, though single readings can be large; an effect the other way counts as inactive or inconclusive. Unless noted, % is set by controls: 0 for no effect and ±100 for the full control effect; potency is the fitted concentration of half-maximal effect.
# The line under a structure holds: TDP1 inh	FEN1 inhibitor	N370S GC
- O=C(O)c1ccc2c(c1)C(=O)N(NC(=O)c1ccccc1)C2=O
→ 1%	6%	-5%
- COc1ccc2cc(C(=O)NCc3ccc4c(c3)CCN4C(=O)c3ccc(C)cc3)[nH]c2c1
→ 5%	-4%	/
- Nc1cc(Cl)ccc1N1C(=O)CCC1=O
→ 8%	-7%	-13%
- COc1cc(S(=O)(=O)N2CCOCC2)ccc1NC(=O)COC(=O)CC12CC3CC(CC(C3)C1)C2
→ 5%	1%	?
- COC(=O)CCC(=O)Nc1sc2c(c1C#N)CCCC2
→ 5%	4%	-7%
- Cc1cc(NC(=O)c2ccc(S(=O)(=O)Nc3ccccc3)cc2)no1
→ 3%	-1%	2%
- O=C(Nc1ccc(Cl)cc1)/C(=C/c1ccc([N+](=O)[O-])cc1)c1nc2ccccc2s1
→ 3%	/	-21%
- CC(C)Cc1nnc(NC(=O)c2cc(S(=O)(=O)N(C)C)ccc2N2CCCC2)s1
→ 3%	1%	-4%
- CCCCn1c(N)c(N(CCOC)C(=O)Cn2c(=O)oc3ccccc32)c(=O)[nH]c1=O
→ 1%	-9%	4%
- Cc1ccc(C(=O)OCC(=O)N2CCC(c3ccccc3)=N2)cc1
→ 1%	-25%	/
- CCCCCCc1c(C)c2ccc(OCC(=O)N[C@@H](Cc3ccccc3)C(=O)O)cc2oc1=O
→ /	-22%	11%
- COc1ccc(NC(=O)c2cc(S(=O)(=O)Nc3ccc(OC)cc3)cs2)cc1
→ 1%	-4%	5%
- CCOc1ccc(S(=O)(=O)Nc2cc(S(=O)(=O)N3CCOCC3)ccc2OC)cc1
→ 2%	23%	/
- Cc1cc(Cn2nnnc2-c2ccncc2)cc(C)c1O
→ /	17%	-3%
- Cn1c(=O)n(C)c2cc(N3CCOCC3)c(NS(=O)(=O)c3ccc(C(C)(C)C)cc3)cc21
→ 0%[12.3 µM]	?	/
- Cc1cccc(N2CCN(S(=O)(=O)c3cc(Br)cc4c3N(C(=O)C3CC3)CC4)CC2C)c1 (stereo not given)
→ 3%	-10%	/
- CC(C)[C@H](NC(=O)c1ccc(F)cc1)C(=O)OCC(=O)NC(=O)c1cccn1C
→ 6%	19%	-3%
- CCOc1ccc(C(=O)NCCc2sc(-c3cccc(F)c3)nc2C)cc1OCC
→ 2%	14%	/
- COc1cc(OC)cc(-c2nc3ccccc3s2)c1
→ /	?	6%
- CCOCc1nnc(NS(C)(=O)=O)s1
→ -1%	1%	8%
- CC(NC(=O)CN(C)S(=O)(=O)c1ccc(Br)s1)c1ccccc1 (stereo not given)
→ -5%	0%	-14%
- NCCCNC(=O)Cn1c(=O)c2c3c(sc2n(Cc2ccccc2)c1=O)CCCC3
→ /	12%	-12%
- CCn1c(=O)c2sccc2n2c(CCC(=O)Nc3ccc(F)cc3)nnc12
→ 0%	-1%	/
- O=C(CSc1nc2ccccc2o1)NCc1n[nH]c(=O)c2ccccc12
→ 5%	2%	6%
- Cn1cccc1CNCc1ccc(F)cc1
→ 0%	-1%	-27%
- COc1ccc(N/N=C(/C(C)=O)N2CCCc3ccccc32)cc1
→ 8%	-14%	-22%
- CC(C)[C@@H](CC(=O)N[C@@H]1CCCC[C@H]1C(=O)N[C@H](CC(=O)N[C@@H](CCC(=O)O)CC(=O)O)Cc1ccccc1)NC(=O)C[C@H](CO)NC(=O)[C@@H]1CCCC[C@H]1N
→ 2%	/	-6%
- Cc1c(-c2nsc(NC(=O)c3cccs3)n2)nnn1-c1ccc(Cl)cc1
→ 0%	?	/
- O=C(COc1ccc(OCc2ccccc2)cc1)NN=C1CCCC1
→ -9%	4%	-11%
- Fc1cccc(Cl)c1CNCCCSc1ncccn1
→ /	0%	-17%
- COC(=O)c1c(Cl)c(Cl)c(C(=O)OC)c(Cl)c1Cl
→ 5%[56.1 µM]	/	11%
- C=C(c1ccccc1)c1ccc(N(C)C)cc1
→ /	-7%	-3%
- Cc1ccc(NC(=O)Nc2ccccc2)cc1[N+](=O)[O-]
→ -5%	4%	24%
- CC(=O)Nc1nn(C)c2nc3ccc(C)cc3cc12
→ /	-23%	-7%
- COc1ccc(N2CCN(S(=O)(=O)c3ccc4c(c3)NC(=O)CC(=O)N4)CC2)cc1
→ 6%	10%	?
- CCOC(=O)c1c(C)[nH]c(CCC(=O)NCCCN2CCN(c3ccc(F)cc3)CC2)c1C
→ 8%	-4%	/
- O=C(CN(CCCN1CCOCC1)C(=O)Cn1nnc(-c2ccc(F)cc2)n1)NC1CCCCC1
→ -1%	-5%	-16%[2.35 µM]
- COc1cc(OC)c(NC(=O)C(Cc2ccccc2)NS(=O)(=O)c2cccc3nsnc23)cc1Cl (stereo not given)
→ 5%	-18%	/
- CCOC(=O)[C@H]1[C@H]2COc3ccccc3[C@@H]2N2C(=O)c3cc(OC)c(OC)cc3NC(=O)[C@@]12C
→ -4%	10%	1%
- CSCC[C@@H](N)C(=O)O
→ 1%	/	-3%
- O=C(Nc1ccccc1)c1ccccc1CSc1ccccc1
→ -15%	4%	8%
- COC(=O)c1sccc1S(=O)(=O)N(CC(=O)Nc1cc(C)ccc1C)c1ccc(C)c(C)c1
→ 5%	-15%	/
- O=C(Nc1c2c(nn1-c1ccccc1)CS(=O)(=O)C2)c1ccco1
→ 5%	-5%	-11%
- CCOC(=O)c1ccc(N2C(=O)CC(C)(CC)CC2=O)cc1
→ -1%	18%	-7%
- C/C=C\C=C/C(=O)Nc1cccc(C2=NOC3(C2)C[C@@H](C(N)=O)N(C(=O)CCCCC)C3)c1 (stereo not given in full)
→ 4%	-9%	-3%
- CCOc1cccc(-c2nnc(SCC(=O)Nc3cccc(OC)c3)n2N)c1
→ 2%	-1%	-2%
- CCN(C[C@H]1N[C@@](CC)(C(=O)OC)[C@H]2C(=O)N(C)C(=O)[C@@H]12)S(=O)(=O)c1ccc(F)cc1
→ 0%	-14%	/
- COc1ccc(C2=Nc3cccc4cccc(c34)N2)cc1
→ -8%	6%	10%
- CC(=O)NCCc1nc2cc(NC(=O)Nc3ccccc3)ccc2n1C
→ /	7%	-3%
- O=C(O)CCC1=C2c3ccccc3CCN2C(=O)CC1
→ 3%	-10%	-23%
- Cc1cc(NC(=O)c2cccnc2)cc(-c2nc3cc(Cl)ccc3o2)c1O
→ 2%	-1%	/
- COC(=O)c1ccc(CSc2nc3cc(Cl)ccc3s2)o1
→ -2%	5%	3%
- COC(=O)C(CC(C)C)NC(=O)c1cccs1 (stereo not given)
→ 1%	2%	-7%
- COc1ccc(C(=O)NCC(=O)OCc2nc(N)nc(Nc3ccccc3C)n2)cc1
→ 2%	-1%	/
- Cc1cc(Br)ccc1OCCN1CC(C)OC(C)C1 (stereo not given)
→ -8%	-2%	1%
- O=C(CSc1nnc(SCc2cccc3ccccc23)s1)N=Nc1c(O)[nH]c2ccccc12
→ 3%	/	4%
- COc1c(F)c(F)c(C(=O)Nc2ccc(N3CCN(Cc4ccccc4)CC3)cc2)c(F)c1F
→ 10%	10%	-16%
- O=[N+]([O-])c1cccc(S(=O)(=O)c2cccc([N+](=O)[O-])c2)c1
→ 5%	-2%	4%
- CC(=O)N1CCC(N2CCN(c3ccccc3F)CC2)CC1
→ 6%	-7%	-14%
- N/C(=N\OC(=O)CC1CCCCC1)c1cccnc1
→ -4%	-1%	-14%

# Carrying on:
# The line under a structure holds: TDP1 inh	FEN1 inhibitor	N370S GC
- COc1ccc(C(CCN2CCCC2)c2c(OC)cc(OC)c3c(-c4ccccc4)cc(=O)oc23)cc1 (stereo not given)
→ 10%	-14%&-3%	?
- CCCNC(=S)N1CCC(NC(=O)c2ccc(C)cc2)CC1
→ 4%	1%	-4%
- CCC1CCCCN1C(=O)Cn1c(=O)oc2cc(S(=O)(=O)N3CCCCC3)ccc21 (stereo not given)
→ -9%	3%	/
- COc1ccc(-n2ccn(Cc3ccccc3C)c(=O)c2=O)cc1
→ 0%	12%	/
- CCN(CC(=O)Nc1ccc(NC(C)=O)cc1)C(=O)c1ccc(NC2CC2)c([N+](=O)[O-])c1
→ 7%	2%	-6%
- Cc1c(C(=O)OCC(C)(C)CN(C)C)oc2ccccc12
→ 0%	16%	-9%
- COc1cc(/C=C(\C#N)C(=O)Nc2ccc(C)cc2)ccc1OCc1cc(=O)n2nc(C)sc2n1
→ 1%	-12%	/
- O=S(=O)(c1cccs1)N1CN(Cc2ccc(Cl)cc2)c2nc3ccccc3nc21
→ 1%	-5%	1%
- CC(C)(C)Cc1nc2ccccc2n1CCc1ccccc1
→ 3%	-8%	0%
- CC1Cc2ccccc2N1S(=O)(=O)c1cccc(C(=O)OCC(=O)N2CCOCC2)c1 (stereo not given)
→ -10%	-5%	/
- Cc1[nH]c2ccccc2c1/C=N/NC(=O)Nc1ccccc1
→ 8%	17%	?
- Cc1ccc(S(=O)(=O)CC(=O)c2ccccc2[N+](=O)[O-])cc1
→ /	1%	1%
- CCCCN(C)CC(O)Cn1cc(/C=C/C(=O)c2ccc(Br)cc2)c2ccccc21 (stereo not given)
→ -3%	?	/
- CC(=O)Cc1nsc(NC(=O)c2cc(-c3ccc(Cl)c(Cl)c3)oc2C)n1
→ 4%	2%	-12%
- CCOC(=O)c1cc(NC(=O)c2ccc(C)cc2)c(=O)n2c1oc1ccc(Cl)cc12
→ 3%	-5%	/
- COc1ccc(/C=N/n2cnc3c([nH]c4ccc(Br)cc43)c2=O)cc1CN1CCOCC1
→ 1%	-2%	1%
- CCCc1nc(SCC(=O)NNC(=O)c2ccc(OC)cc2)c2ccccc2n1
→ 5%	-4%	7%
- O=C(NCc1ccc2c(c1)OCO2)C(c1ccco1)N(C(=O)c1csnn1)c1ccccc1 (stereo not given)
→ 2%	-13%	7%
- CN1C(=O)c2ccc(NC(=O)C3CCCCC3)cc2C1=O
→ 0%	0%	5%
- CCOc1cc(C(=O)CSc2nnc(CNc3ccc(Cl)cc3)o2)ccc1NC(=O)CC
→ -4%	1%	-2%
- CC[C@@H](C)[C@@H](C(=O)N1CCN(C(=O)OC(C)(C)C)CC1)n1cc(CCCCNC(=O)OC(C)(C)C)nn1
→ 0%	-1%	-3%
- Cc1ccc(CCNC(=O)c2nn(C)c3c2CS(=O)(=O)c2ccccc2-3)cc1
→ 2%	-5%	3%
- CCCCNC(=S)NNC(=O)CCn1nc(C)c(Br)c1C
→ 1%	2%	5%
- Cc1cc(C(=O)Nc2cccc(F)c2)c2c(C)nn(-c3cccc(Cl)c3C)c2n1
→ -2%	-11%	/
- COc1ccc(-c2nc(=S)c3c(n2CCN2CCOCC2)CC(C)(C)OC3)cc1
→ 1%	1%	6%
- CCOC(=O)C1=C(SCC)c2cc3c(n2C1=O)CCCC3
→ 10%	12%	?
- O=C(c1cc2c(s1)CCCC2)n1cccn1
→ 3%	-3%	12%
- Cc1ccc(-n2nnnc2CNC(=O)C2CC(=O)N(c3ccc(F)cc3)C2)cc1C (stereo not given)
→ /	-2%	-5%
- CSCCC(NC(=O)c1ccc([N+](=O)[O-])cc1Cl)C(=O)OCC(=O)NCC(F)(F)F (stereo not given)
→ 5%	-12%	5%
- COC(=O)COc1ccc(S(=O)(=O)NCc2ccco2)cc1Cl
→ 0%	-1%	-1%

# Compound profiles, from the list above. Screens in order: TDP1 inh, FEN1 inhibitor, N370S GC
# Cc1ccc(S(=O)(=O)CC(=O)c2ccccc2[N+](=O)[O-])cc1 in the list: /, 1%, 1%
# O=S(=O)(c1cccs1)N1CN(Cc2ccc(Cl)cc2)c2nc3ccccc3nc21 in the list: 1%, -5%, 1%
# CCN(CC(=O)Nc1ccc(NC(C)=O)cc1)C(=O)c1ccc(NC2CC2)c([N+](=O)[O-])c1 in the list: 7%, 2%, -6%

# Other results:
# The line under a structure holds: TDP1 inh	FEN1 inhibitor	N370S GC
- CCN(CC)C(=O)c1ccc(-c2cccs2)s1
→ -4%	-2%	8%
- CC1(C)CC(NC(=O)CC2CCCCC2)CC(C)(C)N1
→ 2%	-11%	-2%
- CCOC(=O)c1cc(NC(=O)c2cccnc2)cc(C(=O)OCC)c1
→ -5%	-5%	-3%
- COc1cc(/C=N/NC2=NC(C)(C)Cc3ccccc32)cc(OC)c1OC
→ 3%	-1%	-6%
- O=C1CC(c2ccccc2)CC(O)=C1C=NCCCN1CCOCC1 (stereo not given)
→ -6%[56.1 µM]	-3%	8%
- CCCCn1c(SCc2nc3ccccc3s2)nc2ccccc2c1=O
→ -4%	-3%	5%
- CCc1ccc(NC(=O)c2ccc3c(c2)N(Cc2ccc(C)cc2)CCS3)cc1
→ 1%	-15%	/
- CCOc1c(N2CCOCC2)c(=O)c1=O
→ 6%	5%	5%
- Cc1cccc(NC(=O)Cn2nnc(C(=O)Nc3ccccc3Br)c2N)c1C
→ 3%	6%	/
- CCNC(=O)C/C(C)=N/NC(=O)C1CCCCC1
→ 8%	-9%	5%
- COc1ccc(C2N(c3ccc4c(c3)OCCO4)C(=O)C2(F)F)cc1OC (stereo not given)
→ 1%	0%	4%
- O=C(NCc1ccco1)c1ccc2[nH]c(=O)c(=O)[nH]c2c1
→ -8%	-16%	-5%
- COc1ccc(OC)c(NC(=O)C2=C(C)Nc3ncnn3C2c2cccs2)c1 (stereo not given)
→ 3%	10%	7%
- COc1ccnc(-n2cccc2C=O)c1C#N
→ 9%	-7%	7%
- Cc1ccc(C(=O)NNC(=O)c2ccc3ncccc3c2)cc1
→ -5%	2%	-2%
